Screening data from PubChem.
Abeta yeast res: A-beta toxicity reversal in yeast; yeast expressing A-beta42, growth rescue, OD600, 48 h; response scale: 0% DMSO, 100% iron-clioquinol control; Potency, µM (titrated, usually from 46.1 µM), for the others: at the highest dose growth rescue, hits mostly activators; hit rate 0.063% among 410,000; AID 1347071; note: potency is the fitted concentration of half-maximal effect; nearly all actives have a fitted effect of over 55% in size
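Growth rescue measured by 600 nm absorbance after 48 h yeast culture at 30 C with compound. Values normalized between DMSO and an equimolar ferric chloride plus clioquinol control.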
DRD3 antagonist: D3 dopamine receptor (human) antagonism. P35462. D3R cells, DiscoveRx beta-arrestin luminescence, antagonist mode; stronger effect = lower value. max response, negative = inhibition, %. hit rate 2.5% among 360,000. AID 652054; in the data active = max response below about -50%; inconclusive = no clear call, values can overlap the other calls; note: % is set by controls: 0 for no effect and ±100 for the full control effect; mostly tested at two doses, the higher about 12 µM
Target sequence (P35462 whole entry, looked up): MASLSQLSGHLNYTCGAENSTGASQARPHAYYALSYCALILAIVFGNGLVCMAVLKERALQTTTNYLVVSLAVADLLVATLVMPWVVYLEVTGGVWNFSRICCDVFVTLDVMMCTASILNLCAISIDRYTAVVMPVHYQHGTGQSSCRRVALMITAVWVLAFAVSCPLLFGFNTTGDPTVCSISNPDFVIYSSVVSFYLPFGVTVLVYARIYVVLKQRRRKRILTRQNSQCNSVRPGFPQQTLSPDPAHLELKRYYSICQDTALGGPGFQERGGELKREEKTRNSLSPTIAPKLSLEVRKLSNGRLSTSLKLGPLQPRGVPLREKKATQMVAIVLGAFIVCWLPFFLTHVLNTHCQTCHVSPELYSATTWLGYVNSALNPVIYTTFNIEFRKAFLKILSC
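Cells plated overnight at 1500 cells/well, then exposed to library compounds with dopamine controls for 90 minutes at 37 degrees C. DiscoveRx reagent added for 30–60 minutes at room temperature; luminescence read, quantitative HTS format.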
D3 ag: agonists of human D3 dopamine receptor. D3R DiscoveRx beta-arrestin cells, luminescence, 90 min. hit rate 0.58% among 410,000. AID 652048. P35462. max activation, %; in the data active = max activation above about 30%; note: 0% is about no effect; mostly tested at two doses, the higher about 12 µM
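Agonist-mode cell screen: cells plated at 1500/well and incubated overnight at 37 °C, then exposed to library compounds for 90 min at 37 °C. Detection reagent was added for 30–60 min at room temperature, and luminescence was read.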
EPAC2 agonist: EPAC2 (human) agonism; Q8WZA2; EPAC2 activation, biochemical qHTS; response scale: 100% = 6.5 mM cAMP response; Potency, µM (top dose mostly 154 µM), for the others: at the top dose activation, most hits filed as activators; hit rate 0.079% among 360,000; AID 720711; note: potency is the fitted concentration of half-maximal effect; nearly all actives have a fitted effect of over 50% in size
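Each well held 100 nM EPAC2, 250 nM RAP1B-BODIPY-GDP and 50 uM GDP. Fluorescence, read at 5-min intervals to 30 min, was referenced to a 6.5 mM cAMP positive control.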
aSyn yeast inh: alpha-synuclein toxicity inhibition in yeast. Yeast expressing alpha-synuclein, growth rescue, BacTiter-Glo, 24 h. Potency, µM (highest dose often 46.1 µM), inactives show at the top dose growth rescue (activation), most hits filed as activators. hit rate 0.14% among 370,000. AID 652106; note: potency is the fitted concentration of half-maximal effect; % of control where 0% means no effect; nearly all actives have a fitted effect of over 65% in size
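Screening used galactose-induced yeast with toxic alpha-synuclein levels, exposed to compound for 24 hr at 30 deg C. Cell growth, read with BacTiter-Glo luminescence, gave the measured signal.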
FUS yeast rescue: FUS proteinopathy suppression in yeast | S. cerevisiae FUS-expressing, growth rescue, OD600, 24 h | Potency, µM (series often up to 76.6 µM), for the others: at the top dose growth rescue (activation), actives largely listed as activators | hit rate 0.24% among 390,000 | AID 1347120;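 note: potency is the fitted concentration of half-maximal effect; plate controls were DMSO vehicle for no effect and reference control for full effect; nearly all actives have a fitted effect of over 55% in size; some results filed as inactive show a strong effect at the top dose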
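Restored growth of FUS-toxic S. cerevisiae, read as 600 nm absorbance after 24 h at 30C in galactose medium (starting OD 0.005). Controls CP55940 and DMSO.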
TDP43 rescue: rescues yeast growth from TDP-43 toxicity | hit rate 1.8% among 410,000 | TDP-43 expressing yeast growth rescue, BacTiter-Glo, 24 h | AID 652104 | Potency, µM (titrated, usually from 46.1 µM), for inactives: at the top dose growth rescue (activation), most hits filed as activators; note: potency is the fitted concentration of half-maximal effect; % of control where 0% means no effect; nearly all actives have a fitted effect of over 50% in size
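Luminescence from BacTiter-Glo reports growth of TDP-43-expressing yeast after 24 hr at 30 deg C with compound. Cells were raffinose-pregrown to mid-log, then seeded in galactose medium at OD600=0.02.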
EPAC2 antagonist: antagonists of human EPAC2. Q8WZA2. EPAC2 GEF exchange of Rap1B-BODIPY-GDP, fluorescence. Potency, µM (doses to about 114 µM), without a hit: at the top dose activity, negative = inhibition, most hits filed as inhibitors. hit rate 0.18% among 360,000; note: potency is the fitted concentration of half-maximal effect; % is set by controls: 0 for no effect and ±100 for the full control effect; nearly all actives have a fitted effect of over 45% in size; many of its hits are not listed in these tables
An asterisk follows results filed as active; ? = inconclusive; · = not tested or not shown; & = joins results of further samples; [ ] = another dose, or the depositor's remark. Unless noted, calls come from the whole dose curve; as a rule, active = well fitted curve in the direction sought with a large enough effect; inconclusive = small, poorly fitted or top-dose-only effect, or another doubt; inactive = no such curve, though single readings can be large; an effect the other way counts as inactive or inconclusive.

SMILES	Abeta yeast res	DRD3 antagonist	D3 ag	EPAC2 agonist	aSyn yeast inh	FUS yeast rescue	TDP43 rescue	EPAC2 antagonist
O=C(CSc1ccc(Cl)cc1)Nc1ccccc1	-3%	-29	-8	-3%	6%	-5%	29%	-10%
COC(=O)c1ccc(NC(=O)CN2CCC(NC(=O)c3ccco3)CC2)cc1	1%	-5	3	-3%	-6%	9%	13%	-2%
COc1ccc(COCCN2CCN(S(=O)(=O)c3ccc(C)cc3)CCC2=O)cc1	1%	-8	-5	11%	-5%	6%	8%	-7%
CCCCCCOc1ccc(OC(=O)c2ccncc2)cc1	-17%	23	-2	-21%	-14%	21%	12%	-6%
O=C(NCCN1C(=O)C2C3C=CC(C3)C2C1=O)Nc1ccccc1 (stereo not given)	4%	-8	2	13%	0%	-11%	0%	4%
COc1ccc(NC(=O)Cn2c(=O)c3ccccc3n3nncc23)cc1Cl	4%	·	-8	·	·	-19%	7%	·
Cc1ccc(NC(=O)c2c([N+](=O)[O-])cnn2C)cc1C	-14%	1	-11	-1%	-7%	-29%	0%	-21%
CC(C)NC(=O)c1ccc(-n2c(-c3ccccc3)cc3c2CCCC3)cc1	-14%	·	-6	·	·	16%	16%	·
Cc1ccccc1NC(=S)N(Cc1ccco1)C(C)c1cccs1 (stereo not given)	?	-3	-2	23%	-1%	6%	6%	-4%
COc1ccc(-c2nc(CS(=O)(=O)CC(=O)NC3CCCCC3C)c(C)o2)cc1 (stereo not given)	6%	0	1	-12%	4%	-22%	-2%	13%
CC(C)CCNC(=O)c1nnc(Cc2ccc(Cl)cc2)o1	-23%	-13	3	-2%	6%	-20%	16%	-12%
COc1ccc2nc(NC(=O)c3nc(SCc4ccccc4F)ncc3Cl)sc2c1	0%	·	9	·	·	5%	2%	·
Cc1ccc(S(=O)(=O)c2nc(-c3cccs3)oc2SCC(N)=O)cc1	10%	7	1	1%	-6%	18%	7%	2%
Cc1cc(NC(=O)CSc2nc3c(c(-c4cccnc4)c2C#N)CCC3)no1	13%	19	18	7%	1%	5%	0%	-1%
Cc1ccc(C(=O)c2oc3ccccc3c2NC(=O)Cc2ccccc2)cc1	-3%	·	4	·	3%	-4%	14%	·
Cc1ccc(CC(=O)NCc2nc(-c3ccccc3)no2)cc1	-32%	·	-3	·	·	4%	13µM*	·
Cc1cc(C)cc(NC(=O)Cn2nnc(C(=O)NCCc3ccccc3)c2N)c1	-4%&-13%	-17	1&6	-8%	-5%	2%&4%	3%&1%	-7%
O=c1c2c3c(sc2n(Cc2cc(=O)n4ccccc4n2)c(=O)n1-c1ccc(Cl)cc1)CCC3	0%	·	0	·	·	-13%	8%	·
COc1ccccc1NC(=O)C1CCCCN1S(=O)(=O)c1ccc(F)cc1 (stereo not given)	4%	-2	1	15%	-6%	14%	?	-2%[57.1 µM]
O=C1NC(c2ccccc2)=NC1(Nc1ccccn1)C(F)(F)F (stereo not given)	-11%	-25	-21	3%	-8%	12%	0%	0%
Cn1c(=O)n(C)c2cc(CNCc3ccccc3)ccc21	-14%	·	-16	·	·	-26%	25%[9.22 µM]	·
O=C(OCc1ccc(Br)cc1)c1cccc(S(=O)(=O)N2CCCC2)c1	23%	-7	-3	11%	-6%	16%	0%	2%
Cc1c(F)cccc1NS(=O)(=O)c1ccc2c(c1)NC(=O)CO2	5%	5	5	5%	4%	4%	4%	-4%
COC(=O)c1cn(NC(=O)c2cc(OC)cc(OC)c2)c(=O)c2ccccc12	?	-15	-1	-6%	-7%	19%	14%	2%
O=C(COC(=O)c1ccc(S(=O)(=O)N2CCCC2)cc1)Nc1ccccc1	-12%	7	-4	6%	1%	·	-19%	33%[activator]
CCN(C(=O)C1CCCO1)c1ccccc1 (stereo not given)	-4%	8	2	0%	9%	-28%	2%	-6%
C=CCSc1nnnn1-c1ccc(OC)cc1	-2%	-15	-2	12%	-4%	12%	14%	8%
O=C(c1ccccc1F)N1CCC(c2nc3c(nnn3Cc3cccc(F)c3)c(=O)[nH]2)CC1	-11%	·	-10	·	·	-11%	12%	·
CC(=O)N1c2ccccc2C(C)(C)C2CCC(C)CC21 (stereo not given)	?	-24	2	1%	4%	-5%	-4%	0%
Cn1nnc2c(NCc3c(F)cccc3F)ncnc21	0%	·	2	·	·	-8%	9%	·
Cc1cc(C(=O)N[C@H](c2ccccc2)[C@@]2(C)C[C@@H]2[C@@H](C)C(=O)Nc2ccc3ccccc3c2)n(C)n1	23%	22	0	4%	4%	?	?	-6%
CCC(C(=O)NCCc1c[nH]c2cc(OC)ccc12)c1ccccc1 (stereo not given)	-13%	-25	5	13%	10%	11%	-23%	-12%
COc1ccc(C(=O)N/C(=C\c2ccco2)C(=O)NCc2ccco2)cc1	5%	-7	5	11%	-2%	34%	-6%	0%
COc1ccccc1CN1CC(C(=O)NCCSc2nnnn2C)CCC1=O (stereo not given)	12%	-7	1	10%	0%	6%	5%	14%
CCC1CN(C(=O)N2CCC(C(=O)Nc3cc(C)ccc3C)CC2)c2ccccc2O1 (stereo not given)	-4%	·	11	·	·	9%	6%	·
CSc1ncccc1C(=O)OCC(=O)Nc1ccc(S(=O)(=O)N2CCCC2)cc1	11%	2	6	13%	4%	13%	17%	-8%
O=C(CNC(=S)N(CCCN1CCOCC1)Cc1cccs1)NC1CCCCC1	4%	?	-19	-2%	2%	15%	-8%	7%
Cc1ccccc1NC(=O)CSc1cn(CC(=O)N2CCCC2)c2ccccc12	-2%	·	-8	·	·	-1%	0%[9.22 µM]	·
CCOC(=O)c1c(C)n(C)c2ccc(OC)c(NS(=O)(=O)CC)c12	17%	2	-1	-2%	2%	·	6%	5%
C[C@@H]1NC(=O)c2cc([N+](=O)[O-])cc(I)c2NCCCC[C@@H](C(N)=O)NC(=O)[C@H](CCC(=O)O)NC1=O	-14%	?	-13	3%	-1%	44%	-22%	12%
O=C(CCN=C1NS(=O)(=O)c2ccccc21)OCc1nnc(-c2ccc([N+](=O)[O-])cc2)o1	-7%	1	4	8%	-4%	·	12%	10%
CCn1c(CNC(=O)c2ccco2)nnc1SCC(=O)c1ccccc1	-13%	-16	-1	1%	-2%	-12%	-10%	16%
Cc1cc(C(=O)OCC(=O)N2CCOCC2)ccc1[N+](=O)[O-]	-21%	-12	-9	6%	-2%	12%	-24%	19%
COC(=O)Cn1cnc(C(=O)Nc2ccc(C)c(C)c2)n1	-5%	0	14	3%	-1%	-11%	12%	0%
Cc1ccc(OCC(=O)Nc2cc(NC(=O)COc3ccc(C)cc3)cc(C(=O)O)c2)cc1	7%	21	3	-3%	-2%	1%	20%	-8%
Cc1cc(C)c(S(=O)(=O)N(CC(=O)O)C2CCCCC2)c(C)c1	6%	7	2	0%	5%	14%	7%	-1%
Cc1cccc(C)c1NC(=O)N1C(C(=O)O)CSC1C(=O)O (stereo not given)	12%	-26	-4	1%	4%	14%	?	-3%
CN(C)c1ccc(/C=C2/C=C(c3ccc4c(c3)CCCC4)OC2=O)cc1	7%	12	4	4%	3%	-11%	14%	-12%

Brought forward from above: 3 entries, followed by the next part.
SMILES	Abeta yeast res	DRD3 antagonist	D3 ag	EPAC2 agonist	aSyn yeast inh	FUS yeast rescue	TDP43 rescue	EPAC2 antagonist
Cc1cc(C)c(S(=O)(=O)N(CC(=O)O)C2CCCCC2)c(C)c1	6%	7	2	0%	5%	14%	7%	-1%
Cc1cccc(C)c1NC(=O)N1C(C(=O)O)CSC1C(=O)O (stereo not given)	12%	-26	-4	1%	4%	14%	?	-3%
CN(C)c1ccc(/C=C2/C=C(c3ccc4c(c3)CCCC4)OC2=O)cc1	7%	12	4	4%	3%	-11%	14%	-12%
CCOc1ccc(N(C(C)C(=O)Nc2cccnc2)S(C)(=O)=O)cc1 (stereo not given)	0%	24	7	-9%	0%	19%	-11%[9.22 µM]	7%
CCc1ccc(C(=O)c2cn(CC(=O)Nc3ccc(Cl)cc3)c3cc4c(cc3c2=O)OCO4)cc1	-10%	·	-26	·	·	?	-6%	·
CC(=O)c1ccc(Nc2cc(C)nc3ccccc23)cc1	9%	2	-2	1%	7%	7%	-11%	2%
Cc1cc(C)nc(CCNC(=O)CC2C(=O)NCCN2Cc2ccc(F)cc2Cl)n1 (stereo not given)	5%	4	1	3%	7%	·	18%	-3%
COc1ccc([N+](=O)[O-])c(OC)c1C(=O)NC(=O)Nc1c(C)cccc1C	6%	-1	-6	13%	1%	-18%	2%	0%
COC(=O)C1CCN(C2CC(=O)N(c3cc(C)cc(C)c3)C2=O)CC1 (stereo not given)	-92%[inhibitor]	-7	2	6%	-77%[inhibitor]	-7%	-3%	-13%
COc1ccccc1N(C)S(=O)(=O)c1ccc(C)c(C(=O)N2CCCCCC2)c1	-4%	-2	-2	-1%	1%	22%	12%	4%
Cc1ccc(S(=O)(=O)CNC(=S)c2cccc(Cl)c2)cc1	-87%[inhibitor]	7	-5	8%	-29%	·	?	2%
Cc1ccc2cc(C3CC(c4ccco4)=NN3C(=O)CCC(=O)O)c(Cl)nc2c1 (stereo not given)	-4%	-5	-6	13%	0%	·	0%	8%
COc1ccc(C)cc1NC(=O)C(=O)NCCc1sc(-c2cccc(C)c2)nc1C	0%	·	3	·	1%	-24%	0%	·
CC(/C=N/Nc1ncc(C)c(=O)[nH]1)=C\c1ccccc1	5%	-13	-4	-2%	0%	3%	26%	-8%
COc1ccc(NS(=O)(=O)c2c(C)n(C)c(=O)n(C)c2=O)cc1	-3%	1	5	14%	-10%	-13%	16%	12%
CCOC(=O)N1CCN(c2c(NCc3ccc(F)cc3)c(=O)c2=O)CC1	12%	13	2	-5%	0%	-5%	-8%	-1%
COc1ccc(CCNC(=O)C(F)(F)F)cc1S(N)(=O)=O	-11%	-12	-7	-1%	-5%	-9%	-11%	8%
O=C(Nc1ccccc1)C1CC(=O)N(C2CCCCC2)C1 (stereo not given)	16%	19	-18	3%	-2%	-20%	5%	2%
CCC(=O)N1CCc2cc(Br)cc(S(=O)(=O)NCCN3CCCC3)c21	1%	9	-9	5%	1%	28%	-16%	7%
COC(=O)C1CCN(C(=O)COC(=O)c2ccc(N3CCCC3=O)cc2)CC1	1%	16	-1	-10%	1%	-15%	15%	7%
Cc1ccc(OCc2nnc(NC(=O)c3ccco3)s2)cc1	-2%	12	-4	-8%	1%	-2%	9%	3%

Some of the compounds tested (hit frequency here may not be typical).
